Cneo AK release – Cryptococcus neoformans lysis via adenylate kinase release; C. neoformans lysis, adenylate kinase release luminescence, 4 h; normalised: neutral wells 0, clomiphene wells 100; lysis activity, % at 15 µM; 360,000 tested, 0.2% active; AID 651654;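 active means mean lysis activity across replicates of at least 80%, whatever share of replicates individually reach that level; inactive means mean lysis activity below 80%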
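Material: C. neoformans cells | Amount: Yeast cell density of 5 × 10^6 cells/mL | Medium: Fresh YPD growth medium | Dosing: Single dose | Times: Static 4 h at 37 °C with compound, 1 h detection | Detection: AK luminescence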
miR122 inh – inhibitors of miR-122 in Huh7 cells; Huh7 miR-122 Renilla luciferase sensor, 48 h; neutral wells = 0, positive control = 100; activation (reporter increase), % at 12.5 µM; 340,000 tested, 0.3% active; AID 602342;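 active means mean replicate activation score at least 90 and every replicate individually at or above 90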;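 further: higher luciferase means less miR-122 activity so hits act as miR-122 inhibitors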
esBAF inh – blocks esBAF chromatin remodeling in mouse ES cells | Bmi1-luciferase knock-in reporter, 24 h; 100% = twice the neutral-well signal | reporter increase, % at 12.5 µM | 350,000 tested, 2% active; in the data active means activation above about 40%;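 further: 0% = median of the plate's neutral control wells and 100% = double that signal; a rise in the Bmi1 reporter signal indicates esBAF inhibition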
ARNT-TACC3 inh – ARNT/TACC3 interaction disruption; AlphaScreen His-ARNT PAS-B/GST-TACC3 binding, luminescence; TACC3 fragment carries E629A point mutation; inhibition, % at 9.99 µM; 390,000 tested, 0.66% active;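 active means mean inhibition of replicates at least 50% and at least half of replicates each reaching 50%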;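 further: 0% = complete ARNT plus TACC3 wells and 100% = ARNT alone without TACC3; many hits fall short of the cut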
SIRT5 block – inhibitors of human sirtuin-5 desuccinylase | Q9NXA8 | Purified SirT5, succinyl-peptide AMC, trypsin-coupled fluorescence | inhibition, % at 15 µM | 330,000 tested, 1.1% active; in the data active means inhibition above about 15%
Target sequence (Q9NXA8 whole entry, looked up): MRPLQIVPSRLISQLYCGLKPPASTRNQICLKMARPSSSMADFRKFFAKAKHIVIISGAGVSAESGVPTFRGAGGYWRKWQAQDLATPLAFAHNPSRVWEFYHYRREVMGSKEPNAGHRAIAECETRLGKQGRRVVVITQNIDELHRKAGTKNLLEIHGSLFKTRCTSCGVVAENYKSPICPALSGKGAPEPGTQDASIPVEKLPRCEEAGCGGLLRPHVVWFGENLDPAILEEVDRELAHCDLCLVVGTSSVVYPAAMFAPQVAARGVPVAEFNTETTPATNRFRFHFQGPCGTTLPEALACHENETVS
ERp5 inh – blocks human ERp5 reductase activity on insulin. ERp5 insulin aggregation, absorbance 650 nm, 90 min. 350,000 tested, 0.05% active. inhibition, % at 9.99 µM. Q15084;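 active means mean replicate inhibition above about 25%, with every replicate also reaching it, limit read from the data, passing the limit was not always enough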
Target sequence (Q15084 whole entry, looked up): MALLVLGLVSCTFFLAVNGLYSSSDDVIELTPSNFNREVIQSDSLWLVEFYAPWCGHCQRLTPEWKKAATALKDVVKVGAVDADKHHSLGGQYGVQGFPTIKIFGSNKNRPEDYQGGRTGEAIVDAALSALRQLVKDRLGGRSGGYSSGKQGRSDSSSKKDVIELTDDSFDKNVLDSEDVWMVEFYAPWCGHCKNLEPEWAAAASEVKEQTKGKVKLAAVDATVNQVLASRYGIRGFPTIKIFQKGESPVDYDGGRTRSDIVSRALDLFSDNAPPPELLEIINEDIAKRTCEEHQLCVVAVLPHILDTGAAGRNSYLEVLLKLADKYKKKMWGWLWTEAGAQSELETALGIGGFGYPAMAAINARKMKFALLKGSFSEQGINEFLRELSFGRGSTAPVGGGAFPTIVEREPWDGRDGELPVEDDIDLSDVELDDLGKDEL
Statin myotox sup – suppressors of simvastatin-induced myotoxicity in C2C12 myotubes; ATP luminescence, 48 h; scaled: DMSO 0, geranylgeraniol control 100; rescue of ATP level, % at 7.49 µM; 330,000 tested, 0.78% active;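 active means mean ATP rescue above about 67%, or every replicate alone reaching that limit, limit read from the data, passing the limit was not always enough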;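 further: myotubes were challenged with 10 µM simvastatin during compound exposure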
Active calls of the source: *; & = joins results of further samples; [ ] = remark or other dose.

`CCOC(=O)c1sc(Nc2nc(C)cc(C)n2)nc1C` gave ARNT-TACC3 inh -1, SIRT5 block 1 and ERp5 inh 1.
`COc1cccc(NC(=O)CC2SC(=Nc3ccccc3)NC2=O)c1` (stereo not drawn) gave Cneo AK release -1, miR122 inh -1, esBAF inh -4, ARNT-TACC3 inh -4 and Statin myotox sup -10.
Screening CCC(C)n1nnc2c(=O)oc3ccccc3c21 (stereo not drawn) returned Cneo AK release -1, miR122 inh -11, esBAF inh -9, ARNT-TACC3 inh -4, SIRT5 block -3, ERp5 inh 6 and Statin myotox sup 3.
Screening O=C(O)COc1ccccc1/C=N/NC(=O)CSc1nnc(SCc2ccccc2)s1 returned Cneo AK release 0, miR122 inh 1, esBAF inh -5, ARNT-TACC3 inh -3, SIRT5 block -2, ERp5 inh -7 and Statin myotox sup 18.
Cc1ccc(S(=O)(=O)NC(=O)NCc2ccco2)cc1 was read as Cneo AK release 3, miR122 inh 4, esBAF inh -3, ARNT-TACC3 inh 31, SIRT5 block -6, ERp5 inh 2 and Statin myotox sup -2.
Screening C[C@@H]1CN([C@@H](C)CO)C(=O)c2cc(NC(=O)Nc3ccc4c(c3)OCO4)ccc2O[C@@H](C)CCCCO[C@@H]1CN(C)C returned Cneo AK release 2, miR122 inh 1[16.7 µM], esBAF inh -1, ARNT-TACC3 inh 0, SIRT5 block 6, ERp5 inh 2 and Statin myotox sup -8.
Screening Cc1cccn2c(CN(C)C3CCOC3)c(C(=O)N3CCCCC3)nc12 (stereo not drawn) returned Cneo AK release 0, miR122 inh 7, esBAF inh -5, ARNT-TACC3 inh 0, SIRT5 block 6, ERp5 inh 1 and Statin myotox sup -8.
`CC(C)CC#Cc1ccc([C@@H]2[C@@H](CO)N3CCCCN(C(=O)c4ccc5c(c4)OCO5)C[C@H]23)cc1` gave Cneo AK release 3, miR122 inh 2[16.7 µM], ARNT-TACC3 inh 9, SIRT5 block 2 and ERp5 inh -4.
Screening O=C(OCC(=O)N1CCCCCC1)c1ccc(S(=O)(=O)N2CCOCC2)cc1 returned ARNT-TACC3 inh -13, SIRT5 block -2 and ERp5 inh -2.
For Cc1ccc(NC2=C(Cl)C(=O)OC2OC(C)C)cc1 (stereo not drawn) the results were ARNT-TACC3 inh -3, SIRT5 block -6 and ERp5 inh -1.
For C=C(C)n1c(=O)[nH]c2ccccc21 the results were Cneo AK release 1, miR122 inh 6, esBAF inh -5 and ARNT-TACC3 inh -4.
CCOC(=O)c1nnn(-c2ccc(OC)cc2)c1N was read as Cneo AK release -1, miR122 inh -2, esBAF inh 12, ARNT-TACC3 inh -5 and Statin myotox sup 23.

A draw from above in order of number of heavy atoms, highest first.
Screening O=C(O)COc1ccccc1/C=N/NC(=O)CSc1nnc(SCc2ccccc2)s1 returned Cneo AK release 0, miR122 inh 1, esBAF inh -5, ARNT-TACC3 inh -3, SIRT5 block -2, ERp5 inh -7 and Statin myotox sup 18.
Screening Cc1cccn2c(CN(C)C3CCOC3)c(C(=O)N3CCCCC3)nc12 (stereo not drawn) returned Cneo AK release 0, miR122 inh 7, esBAF inh -5, ARNT-TACC3 inh 0, SIRT5 block 6, ERp5 inh 1 and Statin myotox sup -8.
`CCOC(=O)c1sc(Nc2nc(C)cc(C)n2)nc1C` gave ARNT-TACC3 inh -1, SIRT5 block 1 and ERp5 inh 1.
CCOC(=O)c1nnn(-c2ccc(OC)cc2)c1N was read as Cneo AK release -1, miR122 inh -2, esBAF inh 12, ARNT-TACC3 inh -5 and Statin myotox sup 23.
Screening CCC(C)n1nnc2c(=O)oc3ccccc3c21 (stereo not drawn) returned Cneo AK release -1, miR122 inh -11, esBAF inh -9, ARNT-TACC3 inh -4, SIRT5 block -3, ERp5 inh 6 and Statin myotox sup 3.

Further compounds
`CCCC[n+]1ccn(-c2nc3ccccc3nc2[N-]S(=O)(=O)c2ccccc2)c1` gave Cneo AK release 3, miR122 inh 5, esBAF inh 4, ARNT-TACC3 inh -2, SIRT5 block 1, ERp5 inh 1 and Statin myotox sup 11.
Screening CN(CC1COCCO1)c1nc2nonc2nc1N1CCSCC1 (stereo not drawn) returned ARNT-TACC3 inh -20, SIRT5 block 2 and ERp5 inh -2.
`CCOc1ccc(Cn2c3ccc(OC)cc3c3nc4ccccc4nc32)cc1` gave miR122 inh -5, ARNT-TACC3 inh -2, SIRT5 block 2 and ERp5 inh 4.
`CCOC(=O)c1nn(-c2ccc(F)cc2)c2nc(CC(C)C)c(C#N)c(=O)n12` gave Cneo AK release -6, miR122 inh 0, esBAF inh -15, ARNT-TACC3 inh 5 and Statin myotox sup 4.
Screening COc1ccc(S(=O)(=O)N2CCC3(CC2)OCCN3S(=O)(=O)c2ccc(C)cc2)cc1OC returned Cneo AK release -4, esBAF inh 3, ARNT-TACC3 inh 2, SIRT5 block -5, ERp5 inh 3 and Statin myotox sup 7.
Screening CCC(C)Sc1cc(C(F)(F)F)c(C(=O)Nc2ccc(Cl)cc2)cn1 (stereo not drawn) returned Cneo AK release 0, miR122 inh 2, esBAF inh -3, ARNT-TACC3 inh -13, SIRT5 block -4, ERp5 inh 5 and Statin myotox sup 11.
`COc1cc(OC)cc(-c2cn[nH]c2N)c1` gave miR122 inh 5, ARNT-TACC3 inh 11, SIRT5 block -3 and ERp5 inh 1.
`O=C1ON=C(c2ccc(Cl)cc2)/C1=C/c1ccc(O)cc1` gave Cneo AK release -3, esBAF inh -2, ARNT-TACC3 inh -4, SIRT5 block 13 and ERp5 inh -9.
For Cc1ccsc1C(=O)OCC(=O)c1cc(C)n(CC2CCCO2)c1C (stereo not drawn) the results were Cneo AK release -6, miR122 inh -3 and ARNT-TACC3 inh 4.
`CCc1ccc([C@H]2[C@@H]3C(=O)C[C@@H]4C(=O)N(Cc5ccccc5)C(=O)[C@@H]4[C@@H]3CN2S(=O)(=O)c2ccc(C)cc2)cc1` gave Cneo AK release 1, miR122 inh 0, esBAF inh 7, SIRT5 block 0, ERp5 inh 0 and Statin myotox sup 2.
COC(=O)C[C@H](NC(=O)Cn1cnc(C(=O)Nc2ccc(C)c(C)c2)n1)C(=O)OC was read as Cneo AK release -4, miR122 inh -5, esBAF inh 5, ARNT-TACC3 inh -3, SIRT5 block -1, ERp5 inh 1 and Statin myotox sup 2.
`CCOc1ccc(NC(=O)C2CCCN2C(=O)OCc2ccccc2)cc1` (stereo not drawn) gave Cneo AK release 0, miR122 inh -2, esBAF inh 5, SIRT5 block 1, ERp5 inh -1 and Statin myotox sup -5.
Screening O=C(CSCc1ccccc1Br)N/N=C/c1ccc2c(c1)OCO2 returned Cneo AK release -1, miR122 inh 8 and ARNT-TACC3 inh 2.
For COc1ccccc1S(=O)(=O)N(C)C[C@@H]1OCc2cnnn2CCCC(=O)N([C@@H](C)CO)C[C@H]1C the results were Cneo AK release -1&-6, miR122 inh 0, esBAF inh 6&0, ARNT-TACC3 inh -4, SIRT5 block -4&1, ERp5 inh -1&-1 and Statin myotox sup 2&-15.
`CC(=O)NC(c1ccccc1)c1nc(-c2ccccc2C)cs1` (stereo not drawn) gave Cneo AK release 3, miR122 inh -3, esBAF inh 6, SIRT5 block -1, ERp5 inh 6 and Statin myotox sup -5.
`CO[C@@H]1CN(C)C(=O)c2cc(NC(=O)c3ccc(F)cc3)ccc2OC[C@H](C)N(C(=O)CC2CC2)C[C@@H]1C` gave miR122 inh 6[16.7 µM], esBAF inh -4 and Statin myotox sup -2.
Screening Cc1[nH]n(-c2ccccc2)c(=O)c1/C=N/NC(=O)c1ccccc1F returned Cneo AK release -1, miR122 inh -2, esBAF inh -2, ARNT-TACC3 inh 27, SIRT5 block -4, ERp5 inh 2 and Statin myotox sup 8.
`Cn1cc(S(=O)(=O)N2CCN(c3ccccc3)CC2)c(=O)n(C)c1=O` gave Cneo AK release -2, miR122 inh -3, esBAF inh -6, ARNT-TACC3 inh -4, SIRT5 block -3, ERp5 inh 10 and Statin myotox sup -5.
For Nc1cc(-c2ccco2)no1 the results were Cneo AK release 0, miR122 inh -10, esBAF inh 4, ARNT-TACC3 inh -7 and Statin myotox sup 2.
`COc1ccc(-c2cc(C(=O)Nc3cccnc3)no2)cc1OC` gave Cneo AK release -1, miR122 inh -4, esBAF inh 65*, SIRT5 block -2, ERp5 inh 0 and Statin myotox sup 8.
CC1CCN(c2ccc3c(c2)S(=O)(=O)c2cccc(C(=O)NC[C@@H]4CCCO4)c2C3=O)CC1 was read as Cneo AK release -2, miR122 inh 0, esBAF inh 20, ARNT-TACC3 inh -5, ERp5 inh 1 and Statin myotox sup 1.
Screening CC(C)C#Cc1cnc2c(c1)C(=O)N([C@@H](C)CO)C[C@H](C)[C@H](CN(C)C(=O)c1ccccc1)O2 returned Cneo AK release 3, miR122 inh 0[16.7 µM], esBAF inh -8, ARNT-TACC3 inh 20, SIRT5 block 17*, ERp5 inh 5 and Statin myotox sup 7.
CCOc1ccc(C(=O)NC2CCN(S(=O)(=O)CC)CC2)cc1 was read as Cneo AK release 0, miR122 inh 0 and ARNT-TACC3 inh -4.
Screening C[C@@H]1CN([C@@H](C)CO)S(=O)(=O)c2ccc(-c3cccc(C#N)c3)cc2O[C@@H]1CN(C)C(=O)c1cccnc1 returned Cneo AK release 4, miR122 inh 4[16.7 µM], esBAF inh -2, ARNT-TACC3 inh 20, SIRT5 block -2, ERp5 inh -10 and Statin myotox sup -11.
`O=S(=O)(NC1CC2CCC1C2)c1ccc2c(c1)OCCO2` (stereo not drawn) gave Cneo AK release -3, miR122 inh 126*, esBAF inh 4, ARNT-TACC3 inh -3 and Statin myotox sup 3.
`CCCC(=O)NC(c1ccc(OCC)cc1)c1ccc(OC)c(OC)c1` (stereo not drawn) gave Cneo AK release 2, miR122 inh -1, SIRT5 block -3 and ERp5 inh 0.
CCOc1cc(/C=N/NC(=O)C(O)(c2ccccc2)c2ccccc2)ccc1OC(=O)c1ccco1 was read as Cneo AK release -4, miR122 inh 8, esBAF inh -8, ARNT-TACC3 inh -2, SIRT5 block 2, ERp5 inh -3 and Statin myotox sup 1.
For Cc1ccc(Cn2nc(C)c(NC(=O)c3noc4c3CCCCC4)c2C)cc1 the results were Cneo AK release 2, miR122 inh -2, esBAF inh 3, ARNT-TACC3 inh 2 and Statin myotox sup 18.
NC(=O)c1ccccc1NC(=O)CC12CC3CC(CC(Br)(C3)C1)C2 was read as Cneo AK release 7, miR122 inh -1, esBAF inh -2, ARNT-TACC3 inh -4, SIRT5 block -1, ERp5 inh 0 and Statin myotox sup 0.
CCCc1cc(Nc2ccccc2OCC)n2ncnc2n1 was read as Cneo AK release 0, miR122 inh 8, esBAF inh -8, ARNT-TACC3 inh 12 and Statin myotox sup 3.
Screening O=C(NCC[C@H]1CC[C@@H](NS(=O)(=O)c2ccc(F)cc2)[C@@H](CO)O1)Nc1ccc(F)cc1 returned Cneo AK release -6, esBAF inh 12, ARNT-TACC3 inh 1, SIRT5 block -5, ERp5 inh -7 and Statin myotox sup 3.
Screening CCOc1cc(N2CCOCC2)c(OCC)cc1NC(=O)COC(=O)c1cc(C)cc(C)c1 returned ARNT-TACC3 inh -1, SIRT5 block -2 and ERp5 inh -4.
Cc1c(NC(=O)c2cc3ccccc3o2)cccc1-n1cnnn1 was read as Cneo AK release 0, miR122 inh 9, esBAF inh 10, ERp5 inh 0 and Statin myotox sup 3.
For C[C@@H]1CN([C@H](C)CO)C(=O)c2cc(NC(=O)CCC(F)(F)F)ccc2O[C@H]1CN(C)Cc1ccc(Cl)c(Cl)c1 the results were Cneo AK release -4, miR122 inh -1[16.7 µM], esBAF inh -2, ARNT-TACC3 inh 8, SIRT5 block 0, ERp5 inh 1 and Statin myotox sup 34.
`Cc1nc(SCc2ccc(C#N)cc2)n[nH]1` gave Cneo AK release 5, miR122 inh 2, esBAF inh 7, ARNT-TACC3 inh 0, SIRT5 block 2, ERp5 inh 23 and Statin myotox sup 2.
For COc1cc(S(=O)(=O)N2CCC(c3nc4ccccc4s3)CC2)ccc1S(=O)(=O)NC1CCCC1 the results were Cneo AK release -1, esBAF inh 15, ARNT-TACC3 inh 3, SIRT5 block -5, ERp5 inh 0 and Statin myotox sup 5.
For COC(=O)c1[nH]c2ccc(C)cc2c1NC(=O)Nc1ccccc1OC the results were Cneo AK release -2, miR122 inh 0, esBAF inh 6, ARNT-TACC3 inh -1 and Statin myotox sup -10.
